Screening data deposited in PubChem by several laboratories.
Dengue-2 NS5 capping – flavivirus cap methylation enzyme inhibition – biochemical, confirmation dose response, primary screen (AID 588689) | Dengue-2 NS5 methyltransferase capping enzyme assay, biochemical; higher % means a stronger effect | inhibition, % at 25 µM, or IC50 in µM where a hit was titrated | 340,000 tested, 0.3% active; in the data active = a potency from the dose series; inconclusive = inhibition above about 29% without an active follow-up result
Myeloid diff MLP – promotes myeloid progenitor differentiation. ER-HoxA9 myeloid progenitors, lysozyme-GFP differentiation, flow cytometry. 360,000 tested, 1% active. calls only at 10 µM;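 active = normalized GFP-positive differentiation at or above the plate's own cutoff, the solvent-only control mean plus 3 SD; inconclusive = no clear call, values can overlap the other calls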;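 also: cells exposed to compound for four days before flow analysis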
Dengue-2 NS5 capping pilot replicate – further read-out of Dengue-2 NS5 capping, marked with its call; inhibition, %; measured here: pilot screen replicate inhibition
Myeloid diff MLP GFP+ MAC1+ % – further read-out of Myeloid diff MLP, marked with its call; GFP+ MAC1+ double positive, %; measured here: differentiation confirmed by MAC1 staining
An asterisk follows results filed as active; i = inactive; ? = inconclusive; . = not tested or not shown; + = active, no number.

SMILES	Dengue-2 NS5 capping	Myeloid diff MLP	Myeloid diff MLP GFP+ MAC1+ %	others
Cc1csc(SCC(=O)Nc2ccc(CC#N)cc2)n1	8.8%	i	0.9
O=C(NCC(=O)N1CCN(C(=O)c2ccccc2)CC1)c1ccc(Cl)cc1Cl	0.0%	i	1.2
CN(CC(=O)Nc1cccc(F)c1)CC(=O)N1CCCCC1	7.0%	i	1.7
CCOC(=O)[C@H]1[C@H]2COc3cc(OC)ccc3[C@@H]2N2C(=O)c3cc(OC)c(OC)cc3NC(=O)[C@@]12C	-5.2%	i	2.1
CC(OC(=O)CCN=C1NS(=O)(=O)c2ccccc21)C(=O)Nc1ccc(F)cc1 (stereo unspecified)	2.2%	i	0.7
O=C1OC[C@H]2CCCN2C(=O)[C@@H](CC(=O)N(CCO)Cc2ccccc2)C/C=C\CC[C@H]1Cc1ccc(F)cc1	0.8%	i	1.1
O=C1CC2(CCN(C(=O)C3CC(=O)N(c4ccc(F)cc4)C3)CC2)Oc2ccccc21 (stereo unspecified)	-2.9%	i	0.3
COc1ccc(C(=O)NCC(=O)N2CCN(c3ncccn3)CC2)cc1OC	-2.2%	i	1.7
COc1ccc(C(=O)OCC(=O)N(C)C2CCS(=O)(=O)C2)cc1Br (stereo unspecified)	-5.9%	i	0.2
CCOC(=O)[C@@H]1[C@H]2COc3cc(OC)ccc3[C@@H]2N2C(=O)N(c3ccc(OC)cc3)C(=O)[C@@]12C	-7.4%	i	0.6
CCOC=C1C(=O)N(C(C)=O)c2cc(OC)c(OC)cc21	-3.5%	i	1.3
O=C(COC(=O)CCc1c[nH]c2ccccc12)Nc1cccc(Cl)c1	-12.6%	i	0.4
O=C(CNC(=O)C1COc2ccccc2O1)Nc1ccc(F)c(F)c1 (stereo unspecified)	4.7%	i	0.4
COc1cc(/C=C/C(=O)OC(C)C(=O)c2ccccc2)cc(OC)c1OC (stereo unspecified)	-4.4%	i	1.3
Cc1cc(C)c(S(=O)(=O)N2CCN(C(=O)c3cc4ccccc4oc3=O)CC2)c(C)c1	2.2%	i	1.2
OCC[C@H]1C[C@@H](O)[C@H](O)[C@@]2(Cc3ccccc3O2)O1	0.8%	i	2.3
Oc1ccc(-c2cnc3ccccc3n2)cc1	0.0%	i	0.7
N#Cc1ccc(S(=O)(=O)N2CCC(C(=O)N3CCN(Cc4ccc5c(c4)OCO5)CC3)CC2)cc1	-3.3%	i	1.1
CC1=CC(=O)[C@@H](O)[C@@H](c2ccccc2Br)N1C	5.9%	i	0.6
Cc1cccc(C(=O)Nc2ccc(O)cc2)c1	-3.2%	i	0.7
N#Cc1c(-c2ccc(F)cc2)c(-c2ccc(F)cc2)nn(CCO)c1=O	-10.5%	i	1.2
O=C(CSc1nc2nn(-c3ccccc3)c(=O)c-2c2n1CCCCC2)Nc1ccc(F)c(F)c1	-4.7%	i	0.6
COc1cc(CC(=O)OCC(=O)NCc2cccs2)cc(OC)c1OC	-7.6%	i	0.2
S=c1nc[nH]c2c1ncn2-c1ccccc1	0.8%	i	1.5
O=C(COC(=O)C1CCCCC1)Nc1cccc(F)c1	-5.6%	i	2.3
CN(C)C(CNC(=O)c1sc2ccccc2c1Cl)c1ccco1 (stereo unspecified)	0.6%	i	2.4
CCOC(=O)C[C@H]1c2cc(F)ccc2S(=O)(=O)N1C(C)(C)C	-7.6%	i	0.6
O=S(=O)(Nc1ccc2c3c(cccc13)CC2)c1ccccc1	-5.8%	i	1.1
CCc1ccc2cccc3c2c1N=CN3C	0.8%	i	0.5
O=C(OCCCc1cc2ccccc2c(=O)o1)c1ccccc1C(F)(F)F	-1.6%	i	2.1
CCN(CC)S(=O)(=O)c1cc(NC(=O)C2CSC3(C)CCC(=O)N23)ccc1C (stereo unspecified)	-4.4%	i	0.9
COc1ccc(NC(=O)COc2ccccc2Cc2ccccc2)cc1S(=O)(=O)N1CCOCC1	-3.6%	i	0.4
COc1ccc(Cl)cc1NC(=O)CN(C)C(=O)c1cn(-c2ccccc2)nc1-c1cccs1	6.8%	i	1.4
C=CCn1c(SCC(=O)Nc2cccc(S(=O)(=O)N(C)c3ccccc3)c2)nnc1C1CC1	8.0%	i	2.1
C=CCN([C@H](C(=O)OC)C(C)C)S(=O)(=O)CCNCc1ccccc1	-0.8%	i	1.2
CCOc1ccc(NS(=O)(=O)c2ccc(NC(=O)c3ccccn3)cc2)cc1	-3.0%	i	0.3
C/C(=C\c1cc2ccccc2o1)C1Nc2cccc3cccc(c23)N1	6.3%	i	0.5
Cn1c(N)c(C(=O)COC(=O)c2ccccc2C(=O)c2ccc(Cl)cc2)c(=O)n(C)c1=O	-1.2%	i	2.3
COc1ccccc1NS(=O)(=O)c1ccc(C)c(C(=O)NC2CCN(Cc3ccccc3)CC2)c1	-5.0%	i	0.4
Cc1ccc(NC(=O)COC(=O)CNC(=O)C2CCCCC2)cc1S(=O)(=O)N(C)C	5.0%	i	0.9
Nc1ccc2c(c1)C(O)c1cccc(C(=O)O)c1-2 (stereo unspecified)	4.6%	i	1.0
COC(=O)[C@]1(C)N[C@H](CN(C)C(=O)Nc2ccc(OC)cc2)[C@@H]2C(=O)N(C)C(=O)[C@@H]21	4.3%	i	2.2	Dengue-2 NS5 capping pilot replicate=-2.1
CCN1CCN(c2ccc(S(=O)(=O)N3CCOCC3)cc2NC(=O)c2ccc(C(F)(F)F)cc2)CC1	0.0%	i	0.9
CCOC(=O)Cc1cn(C(=O)OC(C)(C)C)c2ccccc12	19.0%	i	2.4
CC(C)(C)OC(=O)C[C@H]1C/C=C\C[C@@H](CC(=O)N[C@@H](CO)Cc2ccccc2)C(=O)NCCOC1=O	-5.6%	i	0.4
CCOC(=O)c1c2ccccc2[n+]([O-])n1CCO	-9.1%	i	0.9
COc1ccccc1CNC(=O)C1CSC2(C)CCC(=O)N12 (stereo unspecified)	1.5%	i	0.8
O=C(COC(=O)CNC(=O)C1CCCCC1)NCc1ccccc1	-4.0%	i	0.8
COc1cc(/C=C/C(=O)OCC(=O)NC(=O)NC2CCCCC2C)ccc1OC(F)F (stereo unspecified)	0.0%	i	1.8
Cc1ccccc1NC(=O)CSc1nnc2ccc(-c3ccncc3)nn12	-3.7%	i	0.6
CN1C(C(=O)NCc2ccco2)CC2Cn3c(nc4ccccc43)C21 (stereo unspecified)	-1.6%	i	2.2
CN(C)c1ccc(/C=C(/C#N)C(=O)Nc2nc3c(s2)CCN(Cc2ccccc2)C3)cc1	?	+	23.5*
COc1cccc(Nc2nn3c(=O)c4ccccc4nc3s2)c1	-1.4%	i	0.2
CC(C(=O)O)c1ccc(C(=O)c2ccccc2)s1 (stereo unspecified)	-5.2%	i	1.4
CCOC(=O)C1CCN(C(=O)c2ccc(NS(=O)(=O)c3ccc4[nH]c(=O)[nH]c4c3)cc2)CC1	0.0%	i	0.3
C#CCN(C[C@H]1[C@H](OC(=O)NCc2ccccc2F)[C@H](OC(=O)NCc2ccccc2F)C[C@@H](C(=O)OC)[C@H]1C(=O)OC)S(=O)(=O)c1ccc(C)cc1	1.7%	i	1.4
Cc1nc([N+](=O)[O-])cn1CC(=O)c1ccc(Br)cc1	-6.6%	i	1.7
O=C(c1ccco1)N1CCN(C(=O)c2cc(-c3ccncc3)nc3ccc(Br)cc23)CC1	-32.9%	i	0.6
CCOC(=O)C1CCCN(C(=O)CSc2nnnn2C)C1 (stereo unspecified)	4.5%	i	0.2
Cc1cc(=O)oc2c(O)c(O)ccc12	0.7%	i	2.3
Later entries:
SMILES	Dengue-2 NS5 capping	Myeloid diff MLP	Myeloid diff MLP GFP+ MAC1+ %	others
CC1(C)Cc2cccc(OCC(=O)N3CCN(c4ccccc4F)CC3)c2O1	-5.1%	i	0.4
COc1ccc(-c2sc3ccccc3c2C#Cc2cncn2C)cc1	-1.6%	?	.
Cc1cc(Br)ccc1SCC(=O)NCC(c1ccco1)N1CCCCC1 (stereo unspecified)	8.1%	i	0.7
Cn1c(N)nc2nc[nH]c2c1=S	-3.1%	i	7.5
Cc1nnc2sc(-c3ccc(NC(=O)c4ccc(-c5ccc(Cl)cc5Cl)o4)cc3)nn12	8.6%	i	0.3
O=C(CN1C(=O)NC(Cc2c[nH]c3ccccc23)C1=O)Nc1ccccc1C(F)(F)F (stereo unspecified)	-5.1%	i	2.2
COc1ccc(NC(=O)COC(=O)c2ccc(S(=O)(=O)N3CC(C)CC(C)C3)cc2)cc1OC (stereo unspecified)	-5.1%	i	0.7
O=C(Nc1cccc(S(=O)(=O)N2CCCCCC2)c1)c1ccc(Cl)nc1	-9.7%	i	1.1
CS(=O)(=O)c1ccc([C@@H](O)[C@@H](CF)NC(=O)C(Cl)Cl)cc1	-3.7%	i	2.2
Cc1ccc(OCCC(=O)OCC(=O)N2CCN(S(=O)(=O)c3ccc(Cl)cc3)CC2)cc1	3.7%	i	0.9
O=C(CSc1nc2c(cnn2-c2cccc(Cl)c2)c(=O)[nH]1)NCCC1=CCCCC1	-3.7%	i	0.6
CC(=O)Oc1cc(O)c2c(=O)c(OC(C)=O)c(-c3ccc(OC(C)=O)c(OC(C)=O)c3)oc2c1	3.6%	i	2.9
CCOC(=O)C1=NNC(C(=O)OCC)C1C(=O)OCC (stereo unspecified)	-3.9%	i	0.5
O=C(Nc1ccccc1)OCCOc1ccc(Cl)cc1Cl	3.2%	i	0.3
CCOc1ccc(NC(=O)CN2CCN(c3ccc(F)cc3)CC2)cc1S(=O)(=O)N1CCCC1	-1.1%	i	2.7
CN(C)CCC(Oc1ccccc1OCc1ccccc1)c1ccccc1 (stereo unspecified)	-6.2%	i	1.8
Nc1ccn(CCCNCC(c2ccccc2)c2ccccc2)c(=O)n1	-1.1%	i	0.7
COc1ccccc1N1C(=O)C(=O)N(C)C1=O	2.3%	i	0.5
COc1cccc(/C=N/NC(=O)c2cc(-c3ccccn3)nc3ccccc23)c1O	2.2%	i	1.9
CCOc1ccc(OCCOC(=O)CN(C)S(=O)(=O)c2ccc(NC(C)=O)cc2)cc1	-5.8%	i	0.9
O=C(Cc1ccccc1F)Nc1cc(S(=O)(=O)N2CCCCC2)ccc1N1CCOCC1	2.2%	i	1.2
Cc1ccc(S(=O)(=O)N2CCN(C(=O)COC(=O)CSc3ccc(C)c(C)c3)CC2)c(C)c1	-8.7%	i	0.6
CCOc1ccc(S(=O)(=O)NCC2(N3CCCCC3)CCCCC2)cc1	0.7%	i	0.1
CC(C)OC(=O)c1c(N)sc2c1CCCC2	0.0%	i	7.0
O=C(OCc1cn([C@H]2CN(Cc3cccs3)[C@@H](c3ccccc3)C[C@@H]2O)nn1)c1ccccc1	-1.1%	i	0.5
CN(c1ccccc1)S(=O)(=O)c1cccc(NC(=O)CCNC(=O)c2ccc([N+](=O)[O-])cc2)c1	-5.6%	i	0.8
O=C(CN1C(=O)NC2(CCCCC2)C1=O)Nc1ccccc1N1CCCCC1	3.1%	i	0.1
O=[N+]([O-])c1ccc(C=NNC(=S)NN=Cc2ccc([N+](=O)[O-])cc2)cc1	7.7%	i	0.4
CCOc1ccccc1N1CCN(C(=O)c2ccc(Cl)c(S(=O)(=O)N3CCCCC3)c2)CC1	-0.7%	i	0.1
Cc1ccc(S(=O)(=O)N2CCC[C@H]2C(=O)NC2=NCCS2)cc1	-4.7%	i	0.8
COc1ccc(C2=Nn3c(nnc3-c3ccccc3OC)SC2)cc1OCC1CC1	-3.2%	?	.
CCN(CC)C(=O)C(c1ccccc1)S(=O)(=O)N1CCOCC1 (stereo unspecified)	-6.9%	i	0.3
O=C(CNC(=O)c1cccs1)Nc1cccc(S(=O)(=O)N2CCOCC2)c1	5.8%	i	0.9
CC(=O)c1cccc(-c2ccc(CN3C(CC(C)C)C(=O)N(Cc4cn(CC5CCCCC5)nn4)CCS3(=O)=O)cc2)c1 (stereo unspecified)	0.7%	i	0.2	Dengue-2 NS5 capping pilot replicate=-0.6
O=C(COC(=O)c1nc(Cl)c(Cl)c(Cl)c1Cl)NCc1ccccc1	-14.1%	i	0.9
CC1CCCN(C(=O)c2cccc(S(=O)(=O)NCc3ccccc3)c2)C1 (stereo unspecified)	-3.3%	i	1.1
CCCCN1C(=O)C(CC(=O)NCc2cccs2)CC(C(=O)N2CCOCC2)=C1C (stereo unspecified)	-7.2%	i	0.5
CCN(Cc1nc2ccccc2c(=O)[nH]1)C(=O)COc1ccccc1-c1ccccc1	2.9%	i	0.2

Only part of the results is shown; the hit share may differ from the screen's.
